# V-ATPase pHluor = regulators of yeast V-ATPase proton transport; 350,000 compounds, 0.37% hits; S. cerevisiae, pHLuorin cytosolic pH fluorescence; response, % at 10 µM; in the data active = response mostly above about 7.3%, no sharp cut-off; inactive = mostly below about 5.4%; note: actives read high; inactives centre near 0; some compounds called inactive have numbers as strong as hits
# Pemphigus Ab inh = human desmoglein-3 autoantibody binding inhibition. P32926. DSG3-coupled beads, scFv-anti-DSG3-GFP binding, flow cytometry; active compounds read low. binding (percent of control), % at 10 µM. 310,000 compounds, 0.48% hits. AID 588358;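 active = binding more than 3 SD below its plate's average and above zero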;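 note: hits lower antibody fragment binding to DSG3; some compounds called inactive have numbers as strong as hits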
# Cardiac RTF inh = cardiac RTF calcium desensitization; inhibition, % at 7.15 µM; 340,000 compounds, 0.12% hits; P19429+P45379; IANBD-labeled cardiac RTF, Ca2+ fluorescence; AID 493244;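 active = inhibition above the mean inhibition of all tested compounds plus 3 SD, cut at about 17% in these data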;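 note: assay run at fixed EC70 calcium of 1.6 mM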
# LANA DNA inh = blocks KSHV LANA C-terminal domain binding to DNA; 340,000 compounds, 0.078% hits; MBP-C-LANA/FAM-LBS DNA binding, fluorescence polarization; inhibition, % at 9 µM; AID 504423;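 active = highest replicate inhibition at or above 60% at 9 µM, even if other replicates fall short; inactive = all replicates below 60% inhibition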;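 note: 0% = neutral control wells and 100% = 4 µM acridine orange control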
# CAL PDZ FP-1 = blocks peptide binding to human CAL PDZ domain. purified CAL PDZ, TMR-peptide fluorescence polarization, 1 h. 330,000 compounds, 0.02% hits. Q9HD26. AID 504414. inhibition, % at 20 µM;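 active = highest replicate inhibition of at least 40%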;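 note: plate controls were DMSO neutral control wells for no effect and unlabeled competitor peptide control wells for full effect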
#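 Material: tagged CAL PDZ protein CerCALP, purified; buffer or medium: sodium phosphate/NaCl buffer pH 7.4 with TCEP, IgG, Thesit; also added: fluorescent TMR peptide probe; schedule: 1 h incubation at room temperature before polarization reading; technique: fluorescence polarization from S- and P-plane intensities, G-factor corrected; control set: unlabelled peptide and DMSO controls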
# CAL PDZ FP-2 = CAL PDZ (human) peptide binding inhibition | Q9HD26 | purified CAL PDZ, TMR-peptide fluorescence polarization, 1 h | inhibition, % at 24.9 µM | 300,000 compounds, 0.92% hits | AID 602252;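 active = mean inhibition of at least 30% with at least half of replicates also reaching 30%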;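 note: 0% = DMSO neutral control and 100% = excess unlabeled competitor peptide PRC23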
# Keap1 Nrf2 FP = Keap1-Nrf2 (human) interaction inhibition; Q14145; Keap1 Kelch-Nrf2 peptide fluorescence polarization, 1536-well; inhibition, % at 9.4 µM; 340,000 compounds, 0.15% hits; in the data active = inhibition above about 12%;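 note: human Keap1 Kelch domain with fluorescein labeled Nrf2 9mer peptide probe; 0% = neutral control wells and 100% = peptide positive control; higher means more block of Keap1 binding to Nrf2 peptide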
# NSD2 HMT inh = blocks human histone methyltransferase NSD2; NSD2 peptide methylation, AlphaScreen, 120 min; O96028; inhibition, % at 12.5 µM; 310,000 compounds, 0.54% hits; in the data active = inhibition above about 50%
# Arr AP2 block = inhibitors of human beta-arrestin and AP2 interaction | FITC-arrestin peptide / GST-AP2 beads, flow cytometry; AP2 beta2 appendage carries R879A mutation | inhibition, % at 10 µM | 340,000 compounds, 0.31% hits | AID 504490;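 active = inhibition above a set limit, near 3 SD of compounds lacking own fluorescence, cut at about 54% in these data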;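 note: plate controls were DMSO wells for no effect and 5 µM unlabelled arrestin peptide for full effect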
#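 System: GST-AP2 R879A glutathione beads. Medium: PBS with 0.05% Tween 20 and 0.1% BSA. Also added: FITC-arrestin peptide, 50 nM. Incubation: 12 min plus 1 h, RT. Measured by: high-throughput flow cytometry of beads, ex 488, em 535 nm. Evaluation: percent drop in bead-associated FITC signal.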
# DAGLB inh = blocks human DAGLB lipase activity | Q8NCG7 | HEK293T DAGLB membrane lysate, EnzChek fluorogenic substrate | inhibition, % at 5.17 µM | 340,000 compounds, 0.059% hits; in the data active = inhibition above about 34%;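 note: 0% = enzyme with vehicle and 100% = wells lacking enzyme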
# Starred values were filed as active, the others as inactive; . = not tested or not shown. Not all compounds are listed; count on the stated rates, not on these rows.
SMILES,V-ATPase pHluor,Pemphigus Ab inh,Cardiac RTF inh,LANA DNA inh,CAL PDZ FP-1,CAL PDZ FP-2,Keap1 Nrf2 FP,NSD2 HMT inh,Arr AP2 block,DAGLB inh
OCc1ccnc2oc3ccccc3c12,-2,100,-17,-0.2,-1.7,-4,-3,-1,10,-3
COc1ccc(C2C(C#N)=C(N)Oc3c2sc2nc(C)cc(C)c32)cc1 (configuration not stated),-5,97,-3,0.1,0.3,-1,0,1,-2,-3
CN(C)/C=C/C1=CC(=O)CC(C)(C)C1,0,97,3,-0.2,.,-7,-9,-1,1,0
COc1ccc(CN2CCNC(=O)C2CC(=O)N(C)Cc2ccon2)cc1OC (configuration not stated),0,105,5,1.8,-0.7,2,5,-1,1,-2
O=C(N/N=C/c1ccc2c(c1)OCO2)C(=O)Nc1ccccc1,1,89,-13,-3.7,-0.5,-10,-8,0,-7,0
COc1ccc(-c2nnc(SCC(=O)Nc3cccc(Cl)c3)o2)cc1,-7,100,1,0.1,-2.0,2,4,0,28,-2
CCOc1ccc2oc(C(=O)NNC(=O)c3csc(N4CCOCC4)n3)c(C)c2c1,2,109,-11,-1.4,-2.5,-5,-3,0,-38,0
O=C(Nc1ccccc1N1CCCCC1)c1cc(S(=O)(=O)N2CCOCC2)ccc1Cl,-2,109,-8,2.5,-2.7,-5,-4,-1,-5,-1
CCOC(=O)c1ccc(CNC(=O)CCC(=O)O)cc1,5,.,-18,-2.5,-0.5,-3,-7,-2,9,0
Cc1ccc(NS(=O)(=O)c2cc(C(=O)Nc3cccc(N(C)S(C)(=O)=O)c3)ccc2C)c(C)c1,2,85,-21,0.8,-1.2,3,-2,-1,1,1
CC1=NN(C(=O)Cc2ccccc2)C(O)(c2ccccc2)C1 (configuration not stated),-2,90,-4,0.8,-3.1,-2,0,2,18,5
CCNc1nc2ccccc2[nH]1,-2,97,-5,0.0,-0.4,0,0,-3,5,4
C[C@H](NC(=O)[C@@H]1Cc2ccccc2CN1)C(=O)NCC1CCCO1 (some centres not stated),5,108,-12,0.0,-1.7,2,-8,-7,1,2
O=C(O)/C=C/C(=O)Nc1ccc(Cl)c(C(=O)O)c1,3,107,2,-51,0.0,.,-4,0,-15,-2
COc1ccc(-c2nnc(CSc3nc4ccccc4c(=O)n3CC3CCCO3)o2)cc1OC (configuration not stated),-1,96,-5,-0.5,-2.2,-5,1,2,-5,0
O=C1/C(=C\c2ccco2)SC(=S)N1C1CCS(=O)(=O)C1 (configuration not stated),4,100,.,.,.,.,.,1,8,.
COc1cccc(/C=N/NC(=O)CSc2nnc(C)n2-c2ccccc2)c1O,-6,96,4,-0.6,-0.6,-3,0,-1,6,6
CC1CN(C(=O)c2ccccc2Nc2ccc(SC(F)F)cc2)CC(C)O1 (configuration not stated),1,84,3,2.6,-2.7,3,0,-2,-3,0
CCOC(=O)c1c(NC(=O)c2c(-c3ccccc3)noc2C)sc(C)c1-c1ccccc1,2,98,2,0.2,-0.5,-1,-5,-2,3,-19
CCCCCOc1ccc(C(=O)CCN2CCOCC2)cc1,-2,102,-1,-0.5,.,-3,-23,8,-11,8

# Complete entries, quoted from the list. Order of screens: V-ATPase pHluor | Pemphigus Ab inh | Cardiac RTF inh | LANA DNA inh | CAL PDZ FP-1 | CAL PDZ FP-2 | Keap1 Nrf2 FP | NSD2 HMT inh | Arr AP2 block | DAGLB inh
# COc1ccc(-c2nnc(CSc3nc4ccccc4c(=O)n3CC3CCCO3)o2)cc1OC (configuration not stated) in the list: -1 | 96 | -5 | -0.5 | -2.2 | -5 | 1 | 2 | -5 | 0
# CCOC(=O)c1c(NC(=O)c2c(-c3ccccc3)noc2C)sc(C)c1-c1ccccc1 in the list: 2 | 98 | 2 | 0.2 | -0.5 | -1 | -5 | -2 | 3 | -19

# (list continues)
SMILES,V-ATPase pHluor,Pemphigus Ab inh,Cardiac RTF inh,LANA DNA inh,CAL PDZ FP-1,CAL PDZ FP-2,Keap1 Nrf2 FP,NSD2 HMT inh,Arr AP2 block,DAGLB inh
COc1ccc(CC(=O)N2CCCC2)c(OC)c1,1,97,2,3.5,-1.8,-3,-2,-1,-7,1
CCOC(=O)N1CCN(Cc2nc3cc(NC(=O)C(C)C)ccc3n2C)CC1,-1,.,-3,-1.2,.,-1,-2,0,0,-2
CC(=O)Nc1ccc(S(=O)(=O)NCCc2csc(C)n2)cc1,0,83,0,1.3,-1.8,-4,2,1,5,-2
Cc1cccc(Nc2nc(-c3ccccn3)cs2)n1,5,98,4,1.1,0.5,-1,-5,28,0,-1
Cc1ccc(OCCNC(=O)CCc2nc3sc4c(c3c(=O)[nH]2)CCCC4)cc1,-1,.,-4,-0.1,-3.2,2,2,2,-3,4
CCOC(=O)C1CC(=NO)c2ccc(OC)c(OC)c2C1 (configuration not stated),3,109,.,.,.,.,.,38,.,0
CCc1cc(=O)oc2cc(OCC(=O)NCCCN3CCOCC3)c(Cl)cc12,0,105,-2,1.2,-1.5,0,-4,0,10,-4
O=S(=O)(NC1CC2CCC1C2)c1ccc(Br)cc1 (configuration not stated),-4,99,-6,-0.3,-3.5,-2,-7,-3,12,-7
C=CCC[C@@H](Cc1ccc(F)cc1)C(=O)OC[C@@H](Cc1c[nH]c2ccccc12)NC(=O)[C@H](CC=C)CC(=O)NCCO,2,105,-14,1.7,-1.6,0,-8,.,4,0
CC(C)[C@H](NC(=O)c1ccco1)C(=O)OCc1cc(=O)n2c(n1)sc1ccccc12,-9,115,4,0.8,-0.4,3,-3,-11,16,1

# Single entries from the entries so far.
# CCOC(=O)N1CCN(Cc2nc3cc(NC(=O)C(C)C)ccc3n2C)CC1 in Cardiac RTF inh → -3
# CC(=O)Nc1ccc(S(=O)(=O)NCCc2csc(C)n2)cc1 in Cardiac RTF inh → 0

# The list goes on:
SMILES,V-ATPase pHluor,Pemphigus Ab inh,Cardiac RTF inh,LANA DNA inh,CAL PDZ FP-1,CAL PDZ FP-2,Keap1 Nrf2 FP,NSD2 HMT inh,Arr AP2 block,DAGLB inh
O=C(CSc1ncnc2ccccc12)c1ccco1,0,118,8,2.1,-0.6,5,-5,.,17,2
CCCCn1nnnc1NCc1ccc(N2CCCC2)cc1,-3,136,-6,1.6,-0.8,-2,0,1,28,6
COc1cccc(C2C3(C#N)C(N)=NC(OC)(OC)C23C#N)c1 (configuration not stated),-2,103,-3,0.2,-0.1,-2,-1,7,1,-3
COCCCNC(=O)CC1Oc2ccccc2NC1=O (configuration not stated),1,107,-10,-1.9,-1.2,.,3,.,10,-1
CCc1cc2ccc(C)cc2nc1SCC(=O)N1CCN(C(=O)c2ccco2)CC1,3,104,-5,3.1,.,-9,-16,0,24,1
CCOC(=O)c1ccc(NC(=O)CCNS(=O)(=O)c2cc(Br)cnc2N)cc1,-3,101,-13,-1.0,-1.3,8,-2,-1,29,0
CCC(C)(C)NC(=O)C(c1ccco1)N(C(=O)Cn1nnc2ccccc21)c1ccc2c(c1)OCO2 (configuration not stated),-5,99,-2,1.0,-1.8,-3,-1,2,3,0
COC(=O)c1cc(C(=O)OCC(=O)Nc2cc(C)on2)cc([N+](=O)[O-])c1,0,99,8,-0.6,0.7,2,-8,2,-6,2
CCCCN(Cc1cc2cc(OC)ccc2[nH]c1=O)C(=O)c1ccccn1,-4,.,-5,-0.4,-1.3,10,1,.,0,0
Cc1ccc2oc(=O)n(CCOc3ccccc3C)c2c1,4,102,-3,3.6,0.0,-4,-2,-3,15,-14

# Part of the list above in order of SMILES length, ascending.
SMILES,V-ATPase pHluor,Pemphigus Ab inh,Cardiac RTF inh,LANA DNA inh,CAL PDZ FP-1,CAL PDZ FP-2,Keap1 Nrf2 FP,NSD2 HMT inh,Arr AP2 block,DAGLB inh
Cc1ccc2oc(=O)n(CCOc3ccccc3C)c2c1,4,102,-3,3.6,0.0,-4,-2,-3,15,-14
COc1cccc(C2C3(C#N)C(N)=NC(OC)(OC)C23C#N)c1 (configuration not stated),-2,103,-3,0.2,-0.1,-2,-1,7,1,-3
CCCCN(Cc1cc2cc(OC)ccc2[nH]c1=O)C(=O)c1ccccn1,-4,.,-5,-0.4,-1.3,10,1,.,0,0
CCOC(=O)c1ccc(NC(=O)CCNS(=O)(=O)c2cc(Br)cnc2N)cc1,-3,101,-13,-1.0,-1.3,8,-2,-1,29,0
COC(=O)c1cc(C(=O)OCC(=O)Nc2cc(C)on2)cc([N+](=O)[O-])c1,0,99,8,-0.6,0.7,2,-8,2,-6,2
CCC(C)(C)NC(=O)C(c1ccco1)N(C(=O)Cn1nnc2ccccc21)c1ccc2c(c1)OCO2 (configuration not stated),-5,99,-2,1.0,-1.8,-3,-1,2,3,0

# Later entries:
SMILES,V-ATPase pHluor,Pemphigus Ab inh,Cardiac RTF inh,LANA DNA inh,CAL PDZ FP-1,CAL PDZ FP-2,Keap1 Nrf2 FP,NSD2 HMT inh,Arr AP2 block,DAGLB inh
COc1ccc(NC(=O)C2CCN(C(=O)NC3CCCCC3)CC2)c(OC)c1,2,78,-1,-1.6,-1.4,-4,-3,7,5,-2
Cc1ccc2oc3c(c(=O)c2c1)C(c1cccc(Cl)c1)N(CCCN1CCOCC1)C3=O (configuration not stated),-3,105,-10,-0.8,-0.5,.,-3,.,3,2
O=C(c1ccccc1)c1cc[n+]([O-])cc1,6,.,-8,-0.1,0.0,-1,-1,-3,1,0
Cc1cc(C)cc(N(CC(=O)NC2CCCC2)C(=O)CNC(=O)c2cccs2)c1,10,106,9,-0.1,-2.2,1,-7,-2,.,3
COCCN(Cc1cc2ccccc2[nH]c1=O)C(=O)c1ccccc1OC,-1,99,-8,-1.1,-2.8,-2,-5,-7,-3,2
Cc1ccc(C(=O)Nc2ccc(OCc3ccccc3)cc2)cc1[N+](=O)[O-],-5,96,-9,-1.1,.,-6,0,-2,-2,-2
Cc1ccc(S(=O)(=O)N2CCCCC2C(=O)N2CCN(C)CC2)cc1 (configuration not stated),-3,106,-8,-0.2,-0.7,-7,2,1,9,0
CCN(CC)CCN(C(=O)CCS(=O)(=O)c1ccccc1)c1nc2cc(C)cc(C)c2s1,0,106,-2,0.5,0.8,-2,-13,2,-6,1
CC(=C/c1ccccc1)/C=N/NC(=O)c1ccc2nc[nH]c2c1,-6,92,-9,-0.9,-2.0,-2,-2,-2,18,1
Cc1nn(-c2ccccc2)c2sc(C(=O)NCCN3CCOCC3)cc12,4,113,4,2.2,-3.7,-4,-4,28,0,0
Cc1cc(Cl)ccc1OC(C)C(=O)NN=C1CCCCCC1 (configuration not stated),-9,.,-10,-0.3,-2.0,-1,2,0,-1,-5
COc1ccc(OC(C)C(=O)N2CCCc3ccccc32)cc1 (configuration not stated),1,109,-4,1.0,-0.5,-1,-4,0,27,-1
